# WT yeast gro inh – growth inhibition of WT strain, primary screen, mitochondrial fusion inhibitor project, WT and mutant strains, chemical genetic. mitochondrial fusion phenotypic screen. 190,000 tested, 2.1% active. AID 1362, 2008. inhibition, % at 10 µM; in the data active = inhibition above about 58%; tested in S. cerevisiae
# NOD2 inhibition – NOD2 signaling inhibitors, cell-based, luminescence, uHTS, HEK293 (AID 1566); HEK293 NOD2/NF-kB luciferase reporter, luminescence; higher % means a stronger effect; inhibition, % at 4 µM; hits with a dose series show EC50 in µM; 290,000 tested, 0.63% active; in the data active = inhibition above about 50%; also: many of its hits are not listed in these tables
# MT stabilizer – microtubule stabilizers in HeLa cells, primary screen, imaging, high-content imaging; HeLa tubulin immunostaining HCS, 24 h; share of cells brighter than vehicle mean+2SD; % tubulin-high responders, % at 10 µM; 200,000 tested, 0.83% active; AID 2205, 2009;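 active = plate Z-score above 3 for both tubulin-high and condensed-nucleus cell shares, with cell loss under 80%, at 10 µM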;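 also: anti alpha tubulin signal scored within the nucleus-defined area of each cell; some results filed as inactive read as strong as hits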
# Yfh1-depleted yeast – enhancers of respiration in Yfh1-depleted yeast, dose response, Friedreich's ataxia, plus single-dose screen (AID 1465). one-dose fold induction at 50 µM; EC50 in µM for titrated hits. 220,000 tested, 0.074% active. S. cerevisiae Yfh1-off respiration, WST-1 reduction, 72 h; higher fold induction means a stronger effect;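 active = fold induction of absorbance versus untreated yeast above a set limit, then at least 30% activation at any dose in follow-up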;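 also: activators that raise dye reduction in frataxin-depleted yeast; strong numbers were not always called active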
# bCat nuc transl – modulators of beta-catenin nuclear translocation, primary screen, imaging, HeLa cells, immunofluorescence, high-content. 190,000 tested, 0.3% active. nuclear translocation activity, % at 5 µM;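 active = nuclear translocation activity above 50% at 5 µM, with a well cell count of 50 or more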;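 also: per-cell ratio of nuclear to cytoplasmic median beta-catenin stain intensity; plate controls were DMSO negative control for no effect and GSK-3 inhibitor IX positive control for full effect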
#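 test system = HeLa cells, endogenous beta-catenin | dosing = single 5 µM dose plus 0.02–20 µM confirmation series | times = compound treatment 24 h, 37°C, 5% CO2 | technique = beta-catenin immunofluorescence imaging with DAPI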
# Ins promoter up – insulin promoter activators in MIN6 cells, imaging, high-content screening, mouse beta cells; MIN6 insulin promoter-GFP reporter; active compounds read high; z-score at 5 µM; 190,000 tested, 0.3% active; AID 1625, 2009;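 active = z-score above 3 at 5 µM with at least 500 cells counted in the well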
# Hep lipid drop – inhibitors of hepatocyte lipid droplet formation, primary screen, imaging, high-throughput imaging, BODIPY stain | AML12 mouse hepatocytes, oleate lipid droplets | inhibition, % at 6.5 µM | 240,000 tested, 0.4% active | AID 1656, 2009;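 active = lipid droplet intensity inhibited by at least 50%, with more than 500 cells counted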
#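 Material: mouse AML12 hepatocyte cell line, fixed after treatment; Timing: compound with oleate, overnight; Technique: high-content imaging of BODIPY-stained droplets and DAPI nuclei; Probe or stimulus: oleate, 100 µM final; Dosing: compound at 6.5 µM only.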
# Autophagy HCS – autophagy modulators in MEF cells, primary screen, imaging, high-content, MEF GFP-LC3; calls only at 10 µM (by protocol); AID 463193, 2010; MEF GFP-LC3 puncta imaging; test concentration mostly 10 µM; 190,000 tested, 0.98% active;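 active = percentage of spot-positive cells more than 3 SD above its plate mean, without a fluorescence outlier flag or 80% toxicity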;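 also: spot-positive cell cutoff set from DMSO-treated cells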
# Dynein transport – inhibitors of GR-EGFP nuclear translocation, primary screen, dynein cargo transport inhibitor project, imaging, high-content, 3617.4 mouse cells; z-score, hits read low; AID 1381, 2008; 220,000 tested, 0.47% active; test concentration mostly 20 µM; stimulated with dexamethasone, 1 µM; active compounds read low;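 active = plate z-score of nuclear minus cytoplasmic receptor signal below a set negative limit, without overly bright fluorescence or cell loss, cut at about -3.5 in these data, passing the limit was not always enough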;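 also: z-score of nuclear minus cytoplasmic ring GR-EGFP intensity difference per well; some compounds called inactive have numbers as strong as hits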
#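 medium = tetracycline-free induction medium containing charcoal-stripped FBS | probe or stimulus = dexamethasone, 1.0 µM final | timing = 48 h induction, then 1 h compound, then 30 min agonist, 37 °C | detection = automated 10x imaging of fixed Hoechst-stained cells | read-out basis = nuclear versus cytoplasmic GR-EGFP signal, averaged per well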
# WT yeast gro inh mutant strain – further read-out of WT yeast gro inh, marked with its call; inhibition, %; mitochondrial fusion phenotypic screen, mutant strain inhibition
# Dynein transport cytoplasmic EGFP – further read-out of Dynein transport, marked with its call; z-score; measured here: cytoplasmic GR-EGFP intensity; active compounds read high
# Dynein transport nuclear GR-EGFP – second read-out of Dynein transport, no call of its own (marks repeat the call); z-score; measured here: nuclear GR-EGFP intensity;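 lower value marks the stronger effect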
# Dynein transport cell count – second read-out of Dynein transport, no call of its own (marks repeat the call); z-score; measured here: cell count per field
# Ins promoter up cell count – further read-out of Ins promoter up, marked with its call; cell count; measured here: cytotoxicity, nuclei count;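 total cells summed across four imaged fields per well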
# Hep lipid drop cells 6.5 µM – second read-out of Hep lipid drop, no call of its own (marks repeat the call); cell count; measured here: cell count, cytotoxicity flag;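 cells counted across two imaged fields per well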
# bCat nuc transl cell count 5 µM – also measured in bCat nuc transl; calls as there; cell count; measured here: cell count, cytotoxicity flag
# MT stabilizer Hoechst-high % – also measured in MT stabilizer; calls as there; % Hoechst-high responders; measured here: nuclear condensation Hoechst responders;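 share of cells brighter than vehicle mean plus two SD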
# MT stabilizer cytotoxicity % – second read-out of MT stabilizer, no call of its own (marks repeat the call); toxicity, %; measured here: cytotoxicity by cell density;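 0% = mean cell density of plate MIN control wells and 100% = no cells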
# Autophagy HCS cell loss 18 h – recorded beside Autophagy HCS, whose call it bears; toxicity, %; measured here: cell loss, nuclei count;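 cell loss after 18 h compound exposure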
# Numbers without * were called inactive; i = inactive; nt = not tested or not shown. This is a subset; count on the stated rates, not on these rows.
SMILES,WT yeast gro inh,WT yeast gro inh mutant strain,NOD2 inhibition,MT stabilizer,MT stabilizer Hoechst-high %,MT stabilizer cytotoxicity %,Yfh1-depleted yeast,bCat nuc transl,bCat nuc transl cell count 5 µM,Ins promoter up,Ins promoter up cell count,Hep lipid drop,Hep lipid drop cells 6.5 µM,Autophagy HCS,Autophagy HCS cell loss 18 h,Dynein transport,Dynein transport cytoplasmic EGFP,Dynein transport nuclear GR-EGFP,Dynein transport cell count
O=C(Cc1cccs1)Nc1ccc(C(=O)O)cc1,9,12,12%,2.2,0.9,3.5,i,1.4,1070,nt,nt,nt,nt,i,-2,-0.73,-0.21,-0.26,1.2
COC(=O)CN(c1ccc(C)cc1)S(=O)(=O)c1ccc(F)cc1,5,3,8%,1.7,1.0,1.2,i,-1.4,1050,nt,nt,-8,657,i,1,1.8,-0.15,0.88,-1.4
O=C(CNc1ccc(C(F)(F)F)cc1[N+](=O)[O-])OCC(=O)c1ccccc1,22,18,-2%,0.8,1.8,7.0,i,-1.3,1019,0.62,774,14,803,i,0,0.98,-0.33,0.92,-0.56
O=C(CN1CCC(c2nc3ccccc3[nH]2)CC1)Nc1ccc2c(c1)OCO2,-5,18,-20%,2.2,2.4,13,i,-3.3,1253,-0.51,1068,6,748,i,-7,-0.24,-0.18,0.067,-0.13
CCNC(=S)N/N=C/c1sc(N2CCCCC2)nc1-c1cccs1,53,39,-52%,4.1,3.2,3.2,i,3.2,464,0.66,923,-12,588,i,-11,-0.35,0.49,-0.31,0.24
Cc1ccccc1-c1nnc(SCC(=O)NC2CCCCC2)o1,26,10,6%,2.3,1.6,7.7,i,-1.5,1147,nt,nt,-7,727,i,6,-0.56,-0.24,-0.32,-0.32
C=CCn1c(N)c(C(=O)NCc2cccnc2)sc1=S,-7,-29,2%,2.5,1.9,6.6,i,nt,nt,-0.69,873,nt,nt,i,-5,2.4,-0.22,1.8,-1.1
CCOc1ccccc1/C=C(/C#N)C(N)=O,nt,nt,-8%,nt,nt,nt,i,-1.5,1377,0.57,1004,25,793,nt,nt,0.52,-0.071,0.14,0.55
Cc1noc(C)c1COc1ccc(CC(=O)NCCc2ccccc2)cc1,-2,-2,-3%,1.1,0.8,6.9,i,-0.4,1165,-0.5,1236,17,686,i,12,0.15,-0.19,0.25,-0.64
CC(C#CCN1CCCCC1)OCCOCc1ccccc1 (stereo not drawn),-13,-2,10%,3.4,1.9,7.8,i,3.4,1335,-0.51,1551,nt,nt,i,9,2.2,-0.15,1.8,-1.5
O=C(O)Cc1nn(Cc2ccc(Cl)cc2)c(=O)c2ccccc12,6,9,16%,4.0,1.3,1.7,i,-0.3,996,0.23,1402,10,704,i,-23,-0.49,-0.3,-0.16,0.66
COc1ccccc1NS(=O)(=O)N(C)C,-1,0,3%,2.1,2.0,5.9,i,nt,nt,-0.13,916,-26,805,i,3,-0.086,-0.1,0.17,0.4
COc1ccccc1N1C(=O)CC(Sc2nccc(C)n2)C1=O (stereo not drawn),-9,-10,-3%,3.8,1.4,4.2,i,-0.8,899,-0.13,1138,-2,789,i,3,-0.52,-0.22,-0.91,0.88
Cc1ccc(Cn2c(O)c(N=NC(=S)Nc3ccccc3F)c3ccccc32)cc1,6,-6,20%,4.9,2.0,0.2,i,0.1,1099,-1.5,1155,19,677,i,32,-0.45,-0.18,-0.13,0.59
Cc1cccc(CC(=O)c2c[nH]c3ccccc23)c1,nt,nt,-11%,nt,nt,nt,i,2.4,1281,-0.33,1120,-30,719,nt,nt,-0.3,-0.24,-0.47,0.17
COCc1cc(=O)[nH]c(-c2csc(C)n2)n1,nt,nt,14%,nt,nt,nt,i,-1.2,1164,nt,nt,-16,690,nt,nt,-1.1,-0.28,-0.57,1.1
O=C(CSc1ncccn1)NC(=O)Nc1ccc2c(c1)OCCO2,6,-3,-36%,2.1,1.2,11,i,5.5,985,0.02,1230,-15,709,i,4,-1.3,-0.31,-0.61,1.6
CCc1cc(=O)[nH]c(SCCC(F)=C(F)F)n1,-4,-17,4%,4.5,2.7,3.4,i,-0.1,1094,-0.13,1329,17,670,i,-5,-0.31,-0.34,-0.17,0.25
COc1ccc(C(=O)N/N=C/c2ccccn2)cc1OC,-5,5,5%,1.7,2.0,3.6,i,-0.5,1123,-0.01,1128,-2,673,i,23,-0.45,-0.13,-0.22,0.46
COc1ccccc1N1CCN(C(=O)c2ccc(Cl)c(S(=O)(=O)N3CCCC3)c2)CC1,24,6,15%,1.2,1.9,3.3,i,-1.5,1079,0.38,1095,-18,742,i,4,-0.98,0.012,-0.51,1.3
CC(C)(C)n1ncc2c(=O)n(CC(=O)NCCc3ccccc3)cnc21,30,27,0%,2.7,1.7,5.3,i,3.7,475,nt,nt,0,736,i,2,0.056,-0.13,-0.079,0.11
C(=N\Nc1nc(Nc2ccccc2)nc(Nc2ccccc2)n1)/c1ccncc1,-20,-17,4%,4.3,1.4,4.5,i,0.0,1500,-0.62,1452,-8,720,i,-11,-1,-0.32,-0.93,1.6
Cc1ccc2cccc(Oc3ncnc4scc(-c5ccccc5)c34)c2n1,22,11,-50%,5.3,1.9,0.4,i,0.6,1114,-0.62,1511,-4,627,i,-9,1.3,-0.16,0.53,-1
CN(C)C(=O)/C(=C\c1cccc(Oc2ccccc2)c1)NC(=O)c1ccccc1,6,14,3%,3.2,1.9,3.1,i,-3.0,1143,1.2,1471,-12,686,i,8,0.75,-0.24,0.44,0.098
NNC(=O)CNC(c1ccccc1)c1cc(Br)ccc1NC(=O)c1cccc(Cl)c1 (stereo not drawn),30,-14,3%,3.3,2.9,4.9,i,1.6,462,0.6,1312,-31,470,i,-5,-0.32,-0.23,0.57,-0.019
CCN1C(C(=O)c2ccccc2)=C(Nc2ccccc2C)c2ccccc2S1(=O)=O,4,-4,8%,4.8,0.9,7.9,i,0.3,961,0.05,1095,-15,677,i,18,-0.31,-0.22,0.012,0.75
O=C1c2oc3ccc(Cl)cc3c(=O)c2C(c2cccc(Br)c2)N1CCO (stereo not drawn),-16,16,2%,5.9,3.0,3.4,i,-2.9,985,0.91,1161,nt,nt,i,-6,-0.34,-0.15,0.099,-0.13
O=c1c2ccccc2c(C=Nc2ccccc2O)c(O)n1-c1nccs1,nt,nt,-3%,nt,nt,nt,i,-1.4,1284,4.3*,1499*,12,740,nt,nt,-0.31,8,0.91,-0.3
C/C(CC(=O)Nc1cccc(F)c1)=N\NC(=O)C(=O)NC1CCCCC1,-5,-4,6%,1.8,3.1,5.7,i,0.2,959,nt,nt,-13,548,i,-2,-0.069,-0.3,-0.0036,0.18
COc1cc(CNc2ccc(N3CCOCC3)cc2)cc(Br)c1OC,-6,-5,1%,4.3,1.8,0.1,i,-0.7,1061,-0.78,1496,6,715,i,12,-0.64,-0.29,-0.33,1.3

# Taken from above.
# Hep lipid drop, CCN1C(C(=O)c2ccccc2)=C(Nc2ccccc2C)c2ccccc2S1(=O)=O → -15
# Dynein transport cell count, O=c1c2ccccc2c(C=Nc2ccccc2O)c(O)n1-c1nccs1 → -0.3

# Further entries follow.
SMILES,WT yeast gro inh,WT yeast gro inh mutant strain,NOD2 inhibition,MT stabilizer,MT stabilizer Hoechst-high %,MT stabilizer cytotoxicity %,Yfh1-depleted yeast,bCat nuc transl,bCat nuc transl cell count 5 µM,Ins promoter up,Ins promoter up cell count,Hep lipid drop,Hep lipid drop cells 6.5 µM,Autophagy HCS,Autophagy HCS cell loss 18 h,Dynein transport,Dynein transport cytoplasmic EGFP,Dynein transport nuclear GR-EGFP,Dynein transport cell count
Nc1nonc1OCCOCCOCCOc1nonc1N,-10,1,14%,3.5,1.5,6.0,i,-1.4,1078,-0.45,1176,6,694,i,-2,0.079,-0.073,0.13,-0.024
O=C(C[n+]1cc(-c2ccc(F)cc2)n2c1CCC2)Nc1nc(-c2ccc(F)cc2)cs1,8,8,12%,2.6,4.0,5.0,i,-2.4,557,0.15,1383,-17,619,i,7,0.21,-0.16,0.12,0.14
COc1ccc(S(=O)(=O)Nc2ccccc2C(=O)NC(C)(C)C)cc1OC,8,39,0%,1.6,1.3,9.5,i,nt,nt,0.48,844,1,788,i,3,-0.71,-0.23,-0.49,1
NNc1nc(N)c2c(n1)-c1ccccc1CC21CCCC1,-2,-1,11%,4.9,2.3,3.0,i,4.0,1022,1.1,1418,-14,630,i,18,-0.082,1.6,0.35,-1.2
O=c1[nH]c(SCc2ccccc2Cl)nc2[nH]ncc12,2,7,-38%,1.4,1.6,4.5,i,-0.5,1131,-0.68,1691,-1,660,i,8,-0.27,-0.21,-0.13,0.36
CCN(CC)CCNC(=O)Cn1nc(Cc2ccccc2)c2ccccc2c1=O,60*,-12*,8%,5.7,2.8,10,i,-5.3,983,-0.44,807,nt,nt,i,10,0.92,-0.096,0.92,-1.3
CCn1c(SCC(=O)OC)nnc1C1CCCCC1,36,2,8%,2.5,1.9,7.0,i,0.4,1312,-0.54,1469,nt,nt,i,-5,-0.51,-0.18,-0.85,0.0061
